# NIH3T3 tox = Cytotoxic Profiling in NIH 3T3 Cell Line of Diverse Libraries Using Quantitative High-Throughput Screening | NIH 3T3 viability, CellTiter-Glo ATP luminescence, 48-72 h | Potency, µM (doses to about 96.7 µM), for the others: at the top dose activity change, negative = cytotoxicity, usual class: inhibitors | actives 4.3% (n = 94,000); further: potency means the concentration at half of the fitted maximal effect; nearly all actives have a fitted effect of over 55% in size
#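 Viability of NIH 3T3 cells after 48 or 72 hr compound treatment at 37 °C was assessed by CellTiter-Glo, with luminescence imaged following a 10 min room-temperature step.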
# IP6K1 inhibitor = Primary qHTS assay for small molecule inhibitors of Inositol hexaphosphate kinase 1 (IP6K1). activity change, % (series mostly up to about 58 µM). actives 0.81% (n = 140,000). Inositol hexakisphosphate kinase 1 (Homo sapiens), Q92551. IP6K1 kinase, ADP-Glo luminescence, 2 h; stronger effect = lower value; in the data active means activity change below about -25%
# Target sequence (Q92551 whole entry, looked up): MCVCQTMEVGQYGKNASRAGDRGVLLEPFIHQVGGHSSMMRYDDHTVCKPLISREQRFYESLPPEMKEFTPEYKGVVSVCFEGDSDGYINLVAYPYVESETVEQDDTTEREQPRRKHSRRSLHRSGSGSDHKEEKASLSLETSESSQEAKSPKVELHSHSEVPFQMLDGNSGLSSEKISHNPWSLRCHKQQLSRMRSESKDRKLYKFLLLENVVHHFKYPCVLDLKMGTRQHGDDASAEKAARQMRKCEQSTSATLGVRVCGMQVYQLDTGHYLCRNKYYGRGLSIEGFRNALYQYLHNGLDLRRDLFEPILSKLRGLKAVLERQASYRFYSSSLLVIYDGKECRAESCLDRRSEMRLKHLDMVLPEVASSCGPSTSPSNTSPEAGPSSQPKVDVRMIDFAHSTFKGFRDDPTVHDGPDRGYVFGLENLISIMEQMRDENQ
#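 ADP-Glo luminescence measures ADP made by human IP6K1 during a 2 h RT reaction with ATP/IP6 (mix at 1.3 mM/130 uM); top library doses 57.5 and 19.1 uM final.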
# GPT2 inh = Primary qHTS assay for inhibitors of Glutamate pyruvate transaminase 2 (GPT2). Alanine aminotransferase 2 (Homo sapiens), Q8TD30. Recombinant GPT2, coupled pyruvate oxidase/HRP Amplex Red fluorescence. Potency, µM (series often up to 57.7 µM), inactives show top-dose activity change, negative = inhibition, most hits filed as inhibitors. actives 0.25% (n = 100,000). AID 1671188, 2021; further: potency means the concentration at half of the fitted maximal effect; nearly all actives have a fitted effect of over 60% in size; many of its hits are not listed in these tables
# Target sequence (Q8TD30 whole entry, looked up): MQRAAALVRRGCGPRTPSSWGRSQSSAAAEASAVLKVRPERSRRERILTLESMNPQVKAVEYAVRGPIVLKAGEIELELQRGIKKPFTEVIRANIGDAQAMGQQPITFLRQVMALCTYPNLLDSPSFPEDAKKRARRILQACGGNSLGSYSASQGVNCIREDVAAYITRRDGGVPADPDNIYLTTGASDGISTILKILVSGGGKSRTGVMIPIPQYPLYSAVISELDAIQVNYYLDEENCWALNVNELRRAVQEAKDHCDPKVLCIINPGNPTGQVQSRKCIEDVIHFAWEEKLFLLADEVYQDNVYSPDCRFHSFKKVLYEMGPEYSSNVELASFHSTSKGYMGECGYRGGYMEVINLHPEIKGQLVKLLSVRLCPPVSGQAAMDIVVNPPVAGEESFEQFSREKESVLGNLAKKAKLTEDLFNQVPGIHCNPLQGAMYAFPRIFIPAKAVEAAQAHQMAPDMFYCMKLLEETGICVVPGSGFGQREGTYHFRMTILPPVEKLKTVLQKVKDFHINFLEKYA
#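 GPT2 10ng/uL, a-KG 250uM, L-Ala 2mM, HEPES pH7.5 + 0.0001% Tween; 30 min RT. Then Amplex mix (PO/HRP/ThPP), 30 min RT dark, fluorescence. AOA 50uM used as positive control.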
# SNCA expr inhib = Primary qHTS assay for inhibitors of alpha-synuclein gene (SNCA) expression; HEK-293 SNCA-luciferase knock-in, luminescence, 24 h; actives 0.17% (n = 140,000); Potency, µM (series often up to 57.2 µM), without a hit: at the highest dose activity change, negative = inhibition, hits mostly inhibitors; AID 1671194, 2021;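 further: potency means the concentration at half of the fitted maximal effect; plate controls were DMSO cells for no effect and cell-free wells for full effect; nearly all actives have a fitted effect of over 45% in size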
# HEK293 viab = GF-AFC viability counterscreen for inhibitors of alpha-synuclein gene (SNCA) expression; HEK-293-SNCA-luc viability, GF-AFC fluorescence, 24 h; Potency, µM (doses to about 57.1 µM), without a hit: at the highest dose activity change, negative = cytotoxicity, actives largely listed as cytotoxic; actives 0.12% (n = 150,000); AID 1671193, 2021;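 further: potency means the concentration at half of the fitted maximal effect; 0% = DMSO-treated cells and -100% = medium-only wells without cells; nearly all actives have a fitted effect of over 30% in size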
#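 Cytotoxicity counterscreen: after 24 h compound treatment of genome-edited SNCA-luciferase HEK-293 cells, live-cell protease substrate GF-AFC read by fluorescence after 30 min; activity scaled between DMSO (0%) and medium-only (-100%), curves Hill-fitted.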
# HEK cytotox = Cytotoxic Profiling in HEK 293 Cell Line of Diverse Libraries Using Quantitative High-Throughput Screening. HEK 293 viability, ATP luminescence (CellTiter-Glo), 48-72 h. Potency, µM (top dose mostly 115 µM), inactives show at the top dose activity change, negative = cytotoxicity, actives largely listed as inhibitors. actives 6.6% (n = 94,000). AID 1345083, 2018; further: potency means the concentration at half of the fitted maximal effect; nearly all actives have a fitted effect of over 60% in size
#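 Viability of HEK 293 cells, plated at 250 cells/well, was judged by cellular ATP after compound treatment for 48 or 72 hr. Luminescence was imaged 10 min after CellTiter-Glo addition at room temperature.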
# Luciferase inh = Firefly luciferase inhibition profiling of diverse chemical library using quantitative high-throughput screening. Luciferin 4-monooxygenase (Photinus pyralis), P08659. purified P. pyralis luciferase, luminescence, biochemical. Potency, µM (titrated, usually from 115 µM), without a hit: at the highest dose activity change, negative = inhibition, hits mostly inhibitors. actives 2.5% (n = 76,000). AID 1347043, 2019; further: potency means the concentration at half of the fitted maximal effect; nearly all actives have a fitted effect of over 65% in size
#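 FLuc 10nM, D-luciferin 10uM, ATP 10uM, Mg acetate 10mM, Tris acetate pH 7.5, Tween/BSA; cpd qHTS; enzyme added last; CCD luminescence.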
# Starred values were filed as active, the others as inactive; i = inactive; u = inconclusive; x = no result given; [ ] = dose if it differs, or a comment. Unless noted, the call rests on the fitted dose curve; in most records, active means well fitted curve in the direction sought with a large enough effect; inconclusive means small, poorly fitted or top-dose-only effect, or another doubt; inactive means no such curve, though single readings can be large; an effect the other way counts as inactive or inconclusive. Unless noted, on the % scale 0 is the no-effect control and ±100 the full control effect.
molecule	NIH3T3 tox	IP6K1 inhibitor	GPT2 inh	SNCA expr inhib	HEK293 viab	HEK cytotox	Luciferase inh
CCCn1ncc(CN(C)CC2CCN(CCc3ccc(Cl)cc3)CC2)c1C	35µM*	-4	i	-8%	5%	22µM*	11%
O=C(CN1CCSc2ccccc21)N1CCCCC1	x	6	x	40%[activator]	-14%	x	x
CN(C)CC1(O)CCCN(Cc2ccc(CCN)cc2)C1 (stereo not drawn)	u	7	-4%[11.5 µM]	-4%	-26%	-11%	2%
CN1CC(=O)N(c2cccnc2)Cc2c1ncnc2N1CCC(c2ccccc2)CC1	u	-1	i	-8%	-6%	u	8%
O=C(NS(=O)(=O)c1ccc(Br)s1)c1ccc(Cl)cc1Cl	x	-1	i	x	26%	x	x
COc1ccccc1N1CCN(c2c3c(nc4nncn24)CCC3)CC1	x	23	x	-7%	-1%	x	x
CN(CC1CCOCC1)S(=O)(=O)c1ccc(Br)cc1	i	10	-12%	-7%	13%	3%	0%
CCOc1ccc(CNCCNC(=O)c2nonc2N)cc1	x	9	x	-4%	16%	x	x
CN(C)C(=O)N1CCC2(CC1)CN(C(=O)CCCN)Cc1ccccc1O2	i	-2	i	17%	-28%	i	x
COc1ccc(CNC(=O)[C@@H]2Cc3nc[nH]c3CN2Cc2ccc(OC)c3ccccc23)cc1	u	11	i	-26%	-11%	u	-15%
O=C(c1ccc(Cl)cc1)N1CCc2sc(C(=O)N3CCOCC3)cc2C1	u	2	i	-16%	5%	u	-6%
COc1ccccc1-c1cc(-c2ccncc2)c2cncn2c1	11µM*	-6	0%[88.5 µM]	u	-1%[87.6 µM]	89µM*	4%[172 µM]
O=C1NCN(Cc2ccc(Cl)cc2)C12CCN(Cc1ccc(OC(F)(F)F)cc1)CC2	u	-10	u	19%	-5%	u	8%
CCc1cccc(C)c1NC(=O)Cn1c(=O)n(-c2ccc(F)cc2)c(=O)c2c1cc(C)n2C	-18%	0	-7%	0%	-16%	-28%	-10%
CC1CCN(C(=O)C[C@@H]2c3nc(NC(=O)c4c(F)cccc4F)sc3C[C@@H]3[C@](C)(CO)[C@H](O)CC[C@]32C)CC1	u	3	1%	-16%	u	u	1%
O=C(c1ccc(Cl)cc1)N1CCC2(CC1)CC(c1cccnc1)=NO2	u	2	i	-24%	-3%	-16%	x
COCCO[C@H]1C(=O)N(C2CCN(C(=O)c3ccc(OC)cc3)CC2)[C@H]1c1ccncc1	-2%	10	-5%	12%	1%	2%	-3%
CC(=O)N1CCC(N2C[C@@H]3OCC(=O)N(Cc4ccccn4)[C@@H]3C2)CC1	1%[174 µM]	-4	-10%[88.5 µM]	14%[87.6 µM]	4%[87.6 µM]	3%[172 µM]	5%[172 µM]
O=C(CC1CCCCC1)NCCc1noc(C2CC2)n1	-10%	0	0%	34%[activator]	4%	-3%	4%
Cc1nc(-c2cn(C3CCCN(C(=O)c4cc5ccccc5[nH]4)C3)nn2)no1 (stereo not drawn)	u	-4	i	50%[activator]	4%	1%	-22%
CN(C)C(=O)N1CCCCC12Cc1ccccc1NC2=O (stereo not drawn)	-5%[138 µM]	4	-28%[88.5 µM]	12%[87.6 µM]	2%[87.6 µM]	-1%[172 µM]	-1%[172 µM]
O=C1CC2(CCN(C(=O)c3ccc(C(F)(F)F)cc3)CC2)Oc2cc(Cl)ccc21	25µM*	7	i	-17%	-8%	35µM*	-7%
CCOc1cccc(NC(=O)c2ccc(F)c(S(=O)(=O)N(CC)c3cccc(C)c3)c2)c1	x	7	x	-10%	4%	x	x
COc1ccc(CN[C@H]2[C@H](O)[C@@H](N3CCC(C(N)=O)CC3)[C@@H]3OC[C@H]2O3)cc1	0%[174 µM]	-2	-13%[88.5 µM]	-29%[87.6 µM]	6%[87.6 µM]	i	0%[172 µM]
O=C(NCCc1ccc(Cl)cc1)c1ccc2c(c1)N(Cc1ccccc1)CCS2	x	-8	x	63%[activator]	0%	x	x
CC(C)N1C(=O)C2(CCCCC2)C1C(=O)NC1CC1 (stereo not drawn)	-6%	11	u	26%	4%	-5%	-4%
O=C1N2CCCC2CN1C1CCN(Cc2ccc(F)cc2)CC1 (stereo not drawn)	-15%[138 µM]	7	-3%[88.5 µM]	15%[87.6 µM]	11%[87.6 µM]	-24%[172 µM]	9%[172 µM]
Cc1ccc(CNC(=O)NC2CCN(C(=O)N3CC4CC(C3)[C@H]3CCCC(=O)N3C4)CC2)cc1 (stereo partly drawn)	-4%	4	-12%	-2%	15%	-5%	7%
O=C(Nc1ccc2nc(SCC(=O)N3CCCC3)sc2c1)c1ccc(F)cc1	x	11	x	27%	-5%	x	x
CCOc1ccccc1C(=O)N1CCC[C@H]1c1nc(-c2ccc(C)cc2)no1	u	0	2%	0%	-17%	u	-25%
COc1cc(C(=O)N2CCC(c3ccncc3)CC2)cc(OC)c1OC	x	6	x	18%	11%	x	x
CN1CCCCCC(O)c2cc(C(=O)N3CCN(c4ccccc4F)CC3)ccc21 (stereo not drawn)	u	2	i	-21%	-10%	u	4%
O=C(c1ccc(Cl)cc1)N1CCC(n2cc(-c3ccccn3)[nH]c2=O)CC1	2%	5	i	1%	2%	1%	x
CCCC1c2nccn2CCCN1C(=O)c1cccc(OC)c1OC (stereo not drawn)	-10%	0	i	-15%	6%	-25%	4%
OC[C@H]1O[C@@H](n2cnc3c2NC=NC[C@H]3O)C[C@@H]1O	x	-1	i	x	8%	x	x
CCC(=O)OCc1cc(=O)n2nc(C3CC3)sc2n1	x	5	x	-1%	-7%	x	x
O=C(CCSCCc1ccccn1)Nc1ccccc1C(F)(F)F	x	0	x	-9%	-4%	x	x
CC1(C(=O)N2C[C@@H](COc3cccnc3)[C@H](c3ccccn3)C2)CC1	u	23	i	-4%	8%	u	4%
COCCN1C(=O)c2ccccc2C(C(=O)Nc2cc(OC)cc(OC)c2)C12CCCC2 (stereo not drawn)	i	16	3%	-15%	-5%	5%	0%
O=C(Cn1ccc2cc(S(=O)(=O)N3CCCC3)ccc21)NCc1ccc(Cl)cc1	x	1	x	8%	1%	x	x
CC(=O)OC[C@@]12[C@@H](OC(C)=O)C[C@@H](C)[C@](C)([C@@H]3C[C@H]4C=CO[C@H]4O3)[C@H]1CCC[C@]21CO1	x	17	i	x	-5%[23.9 µM]	x	x
C[C@@H](Nc1ccc(-c2nc(CCCc3ccccc3)no2)cn1)C(N)=O	-8%	2	4%	-7%	-1%	-6%	-25%
O=C([C@@H]1C[C@H](F)CN1C(=O)c1ccsc1)N1CCOCC1	i	6	-1%	-12%	-5%	-1%	9%
CCc1ccc(C2NC(=O)c3[nH]nc(-c4cccc(OC)c4)c32)cc1 (stereo not drawn)	x	-11	x	17%	-28%	x	x
COc1ccc(Cl)cc1NC(=O)Cn1nc(C(F)(F)F)c2c1CCC2	x	6	x	-10%	13%	x	x
CCCNc1c(NC(=O)c2ccc(OCCC)cc2)c(=O)oc2ccccc12	x	-8	x	3%	4%	x	x
CC(=O)N1CCN(C(=O)c2nc3sccn3c2-c2ccc(C(F)(F)F)cc2)CC1	-18%	14	i	u	13%	i	x
COc1cccc(-c2cc(-c3c(C)noc3C)c3cncn3c2)c1OC	u	0	i	54%[activator][87.6 µM]	5%[87.6 µM]	79µM*	4%[172 µM]
COCCNS(=O)(=O)c1cc(C(=O)O)cc(-c2c(OC)cccc2OC)c1	-28%	-2	i[11.5 µM]	-1%	-1%	-6%	1%
O=C(NCCc1ccc(Cl)cc1)c1ccc(CSCc2ccc(Cl)cc2)o1	x	-11	x	-27%	-1%	x	x
N#Cc1ccc(CN2CC3(C2)NC(=O)c2ccccc2O3)cc1	u	-3	i	9%[87.6 µM]	4%[87.6 µM]	u	-6%[172 µM]
CC(C)NC(=O)N1CC(Oc2ccc(-c3noc(-c4cccnc4)n3)cc2)C1	u	8	i	-25%	-30%	u	x
O=C(NCCc1ccccc1)C1CCCN(Cc2cccc(-c3ccc(F)cc3F)c2)C1 (stereo not drawn)	u	5	i	-19%	-5%	40µM*	x
COc1ccc(NC(=O)C2=C(C)Nc3nc(SCc4ccc(Cl)cc4)nn3C2c2cccc(OC)c2OC)cc1 (stereo not drawn)	x	4	x	-13%	1%	x	x
O=C(c1ccccc1)N1CCC2(CC1)N=C(c1cccc(Br)c1)NO2	u	-4	i	-26%	4%	u	1%
O=C(c1n[nH]c2ccccc12)N1CCC2(CC1)CC(N1CCCCC1)CCO2 (stereo not drawn)	-15%	9	1%	-3%	-7%	-6%	3%

# A draw from above in order of molar mass, largest number first.
molecule	NIH3T3 tox	IP6K1 inhibitor	GPT2 inh	SNCA expr inhib	HEK293 viab	HEK cytotox	Luciferase inh
COc1ccc(NC(=O)C2=C(C)Nc3nc(SCc4ccc(Cl)cc4)nn3C2c2cccc(OC)c2OC)cc1 (stereo not drawn)	x	4	x	-13%	1%	x	x
O=C(NCCc1ccc(Cl)cc1)c1ccc(CSCc2ccc(Cl)cc2)o1	x	-11	x	-27%	-1%	x	x
O=C(c1n[nH]c2ccccc12)N1CCC2(CC1)CC(N1CCCCC1)CCO2 (stereo not drawn)	-15%	9	1%	-3%	-7%	-6%	3%

# Additional records.
molecule	NIH3T3 tox	IP6K1 inhibitor	GPT2 inh	SNCA expr inhib	HEK293 viab	HEK cytotox	Luciferase inh
COC[C@H]1CCCN1C(=O)CC[C@H]1CNC(=O)[C@@H]2[C@@H](CCN2Cc2ccc(OC)cc2)N1C	5%	1	-24%	6%	1%	i	1%
CCCC(=O)N1Cc2ccccc2CC2(CCCCN2CC)C1 (stereo not drawn)	u	-18	-1%	2%	-7%	u	x
O=C(NC1CCCCC1)C1CCc2nnc(-c3ccccn3)n21 (stereo not drawn)	4%[138 µM]	6	i	-2%[87.6 µM]	-3%[12.5 µM]	2%[172 µM]	x
CCc1ccc2ncc(S(=O)(=O)c3ccc(Cl)cc3)c(N3CCN(CC)CC3)c2c1	x	13	x	-23%	4%	x	x
Cc1ccc(CNC(=O)NC2CCc3nn(CC4CC4)c(=O)n3CC2)cc1 (stereo not drawn)	-8%	-11	i	-7%	-5%	3%	0%
Cn1ncc(N2CCC(NC(=O)Cc3cccs3)CC2)cc1=O	-4%	10	i	1%	-3%	i	-10%

# Screening data: PubChem BioAssay, National Center for Advancing Translational Sciences (NCATS)

# An excerpt, so the mix of outcomes need not match the whole.
